Pol eta inh: DNA polymerase eta (human) inhibition; AID 588591; Potency, µM (series often up to 114 µM), for the others: at the highest dose activity change, negative = inhibition, hits mostly inhibitors; actives 1.2% (n = 390,000); recombinant Pol eta, fluorescent DNA replication assay; note: % is set by controls: 0 for no effect and ±100 for the full control effect
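Pol eta at 10 nM preincubated with compounds 15 min at room temperature; reaction started with fluorescent substrate (50 nM final) and read kinetically at 0 and 10 min.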
APE1 inh: blocks human APE1 abasic DNA cleavage | P27695 | recombinant APE1, TAMRA/BHQ-2 abasic DNA cleavage fluorescence | actives 0.35% (n = 350,000) | Potency, µM (series often up to 65.8 µM), for the others: at the top dose activity change, negative = inhibition, actives largely listed as inhibitors;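 note: plate controls were vehicle for no effect and reference inhibitor for full effect; nearly all actives have a fitted effect of over 55% in size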
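APE1 at 0.75 nM preincubated 15 min at room temperature with compound. Reaction then started with 50 nM double-stranded THF-abasic substrate labelled with TAMRA/BHQ-2, and 525/598 nm fluorescence read kinetically. Activity taken as third-minus-first read difference, normalized to DMSO and NSC13755 controls.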
Pol beta inh: inhibitors of human DNA polymerase beta; P06746; Pol beta primer extension/strand displacement, fluorescence kinetic; Potency, µM (highest dose often 114 µM), inactives show at the highest dose activity change, negative = inhibition, most hits filed as inhibitors; actives 1.3% (n = 340,000); note: % is set by controls: 0 for no effect and ±100 for the full control effect
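Pol beta (10 nM) was preincubated with compound for 15 min at room temperature. The reaction was then started with 50 nM substrate and read immediately and after a further 10 min at room temperature.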
POLI inh: DNA polymerase iota (human) inhibition; actives 1% (n = 390,000); Pol iota fluorescent replication assay, 10 min; Potency, µM (highest dose often 115 µM), for the others: at the top dose activity, negative = inhibition, actives largely listed as inhibitors
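Pol iota at 10 nM preincubated 15 min with compounds at room temperature; reaction started with fluorescent substrate, 50 nM final. Fluorescence read kinetically at 0 and 10 min; buffer-only wells as negative control.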
BAZ2B inh: blocks human BAZ2B | Q9UIF8 | AlphaScreen BAZ2B-H3K14Ac peptide displacement | AID 504333 | Potency, µM (titrated, usually from 114 µM), without a hit: at the highest dose activity change, negative = inhibition, most hits filed as inhibitors | actives 4.4% (n = 360,000); note: % is set by controls: 0 for no effect and ±100 for the full control effect; nearly all actives have a fitted effect of over 60% in size
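BAZ2B (50 nM) with biotin-H3(5-23)K14Ac peptide (50 nM) in PBS pH 7.4, 0.01% Tween-20, preformed 30 min, then compound 30 min at room temperature; top concentration 110uM. AlphaScreen streptavidin donor/nickel chelate acceptor beads (10 ug/mL final), 20 min dark, signal read.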
Anesthetic bind: candidate novel general anesthetic via apoferritin binding | Potency, µM (series often up to 77.5 µM), inactives show at the top dose activity change, negative = displacement, hits mostly inhibitors | actives 0.074% (n = 350,000) | AID 485281 | apoferritin/1-aminoanthracene competitive binding, fluorescence; note: % is set by controls: 0 for no effect and ±100 for the full control effect; nearly all actives have a fitted effect of over 20% in size
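Read-out: endpoint 1-AMA fluorescence, excitation 380 nm and emission 535 nm, after compounds sit 10 min at room temperature with 10 uM horse-spleen apoferritin in 50% saturated 1-AMA/PBS. Values come from four-parameter Hill fits.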
POLK inh: inhibitors of human DNA polymerase kappa; purified Pol kappa, fluorescent DNA synthesis assay, 10 min; Q9UBT6; actives 0.53% (n = 400,000); Potency, µM (titrated, usually from 107 µM), for the others: at the top dose activity, negative = inhibition, actives largely listed as inhibitors; note: % is set by controls: 0 for no effect and ±100 for the full control effect
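Inhibition of 10 nM Pol kappa is measured by a fluorescent read-out at 0 and 10 min following addition of 50 nM substrate (final), with a 15-min room-temperature compound preincubation.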
BLM helicase inh: blocks DNA unwinding by human BLM helicase. recombinant BLM DNA unwinding, fluorescence dequenching. Potency, µM (top dose mostly 56.1 µM), without a hit: at the top dose activity change, negative = inhibition, usual class: inhibitors. actives 0.2% (n = 350,000);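 note: plate controls were vehicle for no effect and no enzyme for full effect; nearly all actives have a fitted effect of over 35% in size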
G9a inh: blocks human histone lysine methyltransferase G9a; Q96KQ7; G9a H3K9 monomethylation, AlphaScreen, 2 h; Potency, µM (top dose mostly 102 µM), without a hit: at the top dose activity, negative = inhibition, most hits filed as inhibitors; actives 8.8% (n = 350,000); AID 504332; note: % is set by controls: 0 for no effect and ±100 for the full control effect; nearly all actives have a fitted effect of over 75% in size
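Readings reflect AlphaScreen signal from monomethyl-H3K9 antibody detection. HMT at 20 nM; substrate b-H3K9 500 nM; cofactor SAM 20 uM; 2 h RT reaction; compounds tested as titrations in qHTS with 15 min preincubation.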
An asterisk follows results filed as active; ? = inconclusive; nt = not tested or not shown; [ ] = another dose, or the depositor's remark. Calls come from the whole dose curve; as a rule, active = well fitted curve in the direction sought with a large enough effect; inconclusive = small, poorly fitted or top-dose-only effect, or another doubt; inactive = no such curve, though single readings can be large; an effect the other way counts as inactive or inconclusive. Potency is the fitted concentration of half-maximal effect.

Letter code: A = Pol eta inh; B = APE1 inh; C = Pol beta inh; D = POLI inh; E = BAZ2B inh; F = Anesthetic bind; G = POLK inh; H = BLM helicase inh; I = G9a inh
Structure: COc1ccc(/C=N/NC(=O)c2nc(-c3ccccc3)cc(-c3ccccc3)n2)cc1O
  A = ? | B = -9% | C = -16% | D = ? | E = ? | F = ? | G = -4% | H = -6% | I = ?
Structure: Cc1ccc(C(=O)CCCn2nnc(-c3cccnc3)n2)cc1C
  A = -25% | B = -3% | C = 11% | D = 12% | E = -1% | F = -7% | G = -12% | H = 0% | I = 3%
Structure: CCc1ccc2oc(-c3cccc(NC(=O)C(C)(C)Oc4ccc(Br)cc4)c3)nc2c1
  A = 1% | B = nt | C = 26% | D = ? | E = -1% | F = -9% | G = 7% | H = -3% | I = -6%[59 µM]
Structure: O=C(COc1ccc(F)cc1)N1CCC(Cc2ccccc2)CC1
  A = -9% | B = 34%[activator] | C = ? | D = 14% | E = 14% | F = -13% | G = -5% | H = -6% | I = 152%[activator]
Structure: COc1ccc(CNc2ncnc3ccc(-c4c(C)noc4C)cc23)c(OC)c1
  A = nt | B = 0% | C = nt | D = nt | E = nt | F = nt | G = -1%[60.1 µM] | H = -2% | I = 8%[0.501 µM]
Structure: CC(OC(=O)c1ccc(C#N)cc1)C(=O)Nc1ccc(Cl)cn1 (stereo unspecified)
  A = -24% | B = 12% | C = nt | D = ? | E = 10% | F = nt | G = -8% | H = nt | I = 56µM*
Structure: Cc1ccc(CSc2ncn(-c3ccccc3)n2)cc1
  A = -18% | B = -1% | C = -1% | D = 17% | E = 235%[activator] | F = ? | G = -7% | H = 0% | I = -40%[12.7 µM]
Structure: CCOC(=O)C(C)Sc1nnc(Cc2cc(=O)[nH]c(=O)[nH]2)n1-c1ccc(OCC)cc1 (stereo unspecified)
  A = -11% | B = -4% | C = 28% | D = 25% | E = 1% | F = -5% | G = -25% | H = 0% | I = ?
Structure: CC(C)C(=O)Nc1nc2c(s1)CC(C(C)(C)C)CC2 (stereo unspecified)
  A = -18% | B = nt | C = -15% | D = -12% | E = 1% | F = ? | G = -8% | H = 2% | I = -22%[59 µM]
Structure: COc1ccccc1NC(=O)CN(Cc1ccco1)C(=O)c1cc2ccccc2o1
  A = nt | B = -6% | C = -11% | D = nt | E = ? | F = -10% | G = nt | H = -5% | I = ?
Structure: CC(Oc1ccccc1)C(=O)N1CCC2(CC1)CC(=O)c1ccccc1O2 (stereo unspecified)
  A = -8% | B = 41% | C = nt | D = 17% | E = -4% | F = nt | G = -6% | H = nt | I = 1%
Structure: O=C(CSc1nnc(CNC(=O)c2ccccc2)o1)c1ccccc1
  A = -11% | B = 6% | C = 5% | D = 10% | E = -2% | F = -22% | G = -4% | H = 0% | I = 18%
Structure: CCc1ccc(NC(=O)CSc2nc3ncc(Br)cc3[nH]2)cc1
  A = -2% | B = -8% | C = -21% | D = 11% | E = -4%[57.1 µM] | F = 3% | G = -15% | H = -5% | I = -24%
Structure: Cc1c(C(=O)N2CCOCC2)oc2c1-c1nn(CC(=O)NCc3ccccc3)cc1CC2
  A = -17% | B = nt | C = 16% | D = 59%[activator] | E = ? | F = 3% | G = -6% | H = -2% | I = -9%[59 µM]
Structure: COc1ccc(O)c(C(=O)c2cnn(C(=O)c3cccc(S(=O)(=O)N(C)C)c3)c2)c1
  A = -22% | B = -8% | C = nt | D = 19% | E = nt | F = nt | G = -26% | H = nt | I = nt
Structure: COCCNC(=O)CCn1c(=O)c2cc(OC)c(OC)cc2n(CC(=O)Nc2ccccc2OC)c1=O
  A = -14% | B = nt | C = 12% | D = ? | E = 8% | F = 4% | G = -33% | H = 3% | I = 0%[59 µM]
Structure: O=C(O)CSCC(=O)N1CCN(c2nc3cc(Cl)ccc3s2)CC1
  A = -16% | B = 4% | C = 94% | D = 33%[activator] | E = -4% | F = -8% | G = 8% | H = 1% | I = -36%
Structure: O=C(CSC1=NC(=O)C(Cc2ccccc2)C(=O)N1)NC1CCCCC1 (stereo unspecified)
  A = -14% | B = 1% | C = -17% | D = 26% | E = -4% | F = 20% | G = -5% | H = -1% | I = 1%[59 µM]
Structure: Cc1cccc(CC(=O)Nc2sc(C(C)C)cc2C(=O)N2CCOCC2)c1
  A = -8% | B = 7% | C = 1% | D = 10% | E = -22% | F = -14% | G = -13% | H = -2% | I = 4%
Structure: CCCCn1c(=O)[nH]c(=O)c2c1nc(-c1cc(Br)c(OCC)c(OC)c1)n2C
  A = -16% | B = 20% | C = 30% | D = 113%[activator] | E = -20% | F = 3% | G = 2% | H = -3% | I = -1%
Structure: COc1ccc(C(C)(C)C)cc1NC(=O)COC(=O)CN1C(=O)NC2(CCCCC2C)C1=O (stereo unspecified)
  A = -27% | B = -6% | C = nt | D = 75%[activator] | E = nt | F = nt | G = -8% | H = nt | I = nt
Structure: COc1ccc(-c2nnc(SCC(=O)NNC(=O)Cc3ccccc3)n2C)cc1OC
  A = -17% | B = 13% | C = 3% | D = 3% | E = 9% | F = -4% | G = -3% | H = 2% | I = 12%[59 µM]
Structure: Cc1cc(C)c(NC(=O)CSc2nc3ccccc3nc2N2CCCCC2)c(C)c1
  A = -15% | B = nt | C = 6% | D = -7% | E = -5% | F = -13% | G = -7% | H = -4% | I = 7%[59 µM]
Structure: O=C(CSc1ccccc1)Nc1ccc(NC(=O)c2ccco2)cc1
  A = -1% | B = 3% | C = -10% | D = -2% | E = 5% | F = -10% | G = -4% | H = -7% | I = 23%
Structure: CC(C)NC[C@H]1CCc2cc(CO)c([N+](=O)[O-])cc2N1
  A = nt | B = nt | C = nt | D = nt | E = nt | F = -1%[29.3 µM] | G = 0%[19.4 µM] | H = -8%[21.4 µM] | I = 3%[21.5 µM]
Structure: COCCCNC(=S)NNC(=O)C(O)(c1ccccc1)c1ccccc1
  A = 7% | B = 3% | C = ? | D = 56%[activator] | E = -10% | F = -10% | G = -11% | H = -3% | I = -41%
Structure: Cc1ccc(-n2nnnc2CNC(=O)c2ccc3c(c2)OCO3)cc1C
  A = -6% | B = -4% | C = 2% | D = 24% | E = 3% | F = -12% | G = 1% | H = 3% | I = -17%
Structure: COC(=O)C1=C(NC(=O)COc2ccc(Cl)cc2Cl)CCS1
  A = -17% | B = 4% | C = -6% | D = 15% | E = -25% | F = -2% | G = -14% | H = -1% | I = 4%[59 µM]
Structure: O=C(OCc1nc2ccccc2[nH]1)C12CC3CC(CC(C3)C1)C2
  A = -12% | B = -1% | C = 9% | D = 3% | E = 13%[57.1 µM] | F = ? | G = -11% | H = -4% | I = -6%
Structure: N/C(=N\OC(=O)c1ccc(Cl)cc1[N+](=O)[O-])c1cccnc1
  A = 0% | B = ? | C = 5% | D = 18% | E = ? | F = -1% | G = 11% | H = -7% | I = nt
Structure: Cc1ccccc1-n1c(Cc2cccs2)n[nH]c1=S
  A = -13% | B = 13% | C = 36% | D = ? | E = -5%[57.1 µM] | F = -12% | G = -5% | H = -5% | I = ?
Structure: Cc1ccc2nc(-c3ccccc3)cc(C(=O)N3CC(C)OC(C)C3)c2c1 (stereo unspecified)
  A = -9% | B = -3% | C = nt | D = 25% | E = -7% | F = nt | G = 6% | H = nt | I = -32%
Structure: CC(C)(C)NC(=S)NNC(=O)c1cccc(Br)c1
  A = -16% | B = -4% | C = -9% | D = 46%[activator] | E = nt | F = -18% | G = 8% | H = -1% | I = ?
Structure: Cc1c(Cl)cccc1NC(=S)NCc1ccccc1Cl
  A = -13% | B = 4% | C = -8% | D = 10% | E = -6% | F = -3% | G = -9% | H = -1% | I = 29%[59 µM]
Structure: CCCCOc1ccc(C(=O)Oc2ccc(C)nc2)cc1
  A = 4% | B = -4% | C = 2% | D = 10% | E = 8% | F = -7% | G = -3% | H = -7% | I = 9%[12.7 µM]
Structure: O=C1NC(c2ccccc2Br)=N/C1=C\c1ccco1
  A = -9% | B = -3% | C = ? | D = ? | E = -18% | F = -11% | G = 79µM* | H = -5% | I = 45µM*
Structure: CC(Cc1ccccc1)N/C=C1/CC(=O)NC1=O (stereo unspecified)
  A = -14% | B = ? | C = 3% | D = 9% | E = -6% | F = 0% | G = -3% | H = -2% | I = -24%[2.33 µM]
Structure: Cc1sc2ncn(C(C)C(=O)OC3CCCCC3)c(=O)c2c1C (stereo unspecified)
  A = -4% | B = ? | C = 9% | D = 4% | E = 8% | F = -21% | G = -21% | H = -2% | I = 0%[59 µM]
Structure: COc1ccc2c(c1)c1c(c(=O)n(-c3cccc(C)c3)c(=O)n1CC(=O)Nc1c(C)cc(C)cc1C)n2C
  A = -8% | B = nt | C = 6% | D = 1% | E = 40%[activator] | F = -1% | G = 6% | H = 6% | I = 32%[59 µM]
Structure: Cc1cc(C)n2nc(C(=O)Nc3c(C)nn(Cc4ccc(F)cc4)c3C)cc2n1
  A = 3% | B = -5% | C = -26% | D = -9% | E = -32% | F = -15% | G = -5% | H = -5% | I = 3%
Structure: CS(=O)(=O)N(CC(=O)N1CCC(C(N)=O)CC1)c1ccc(Oc2ccccc2)cc1
  A = 0% | B = 1% | C = -8% | D = 14% | E = nt | F = -8% | G = 2% | H = -2% | I = -9%[59 µM]
Structure: COC(=O)c1ccc(-c2ccc(/C=N/NC(=O)CC3(C)OCCCO3)o2)cc1
  A = -19% | B = 0% | C = 0% | D = 5% | E = -1% | F = 3% | G = 7% | H = -7% | I = 5%[12.7 µM]
Structure: CCOC(=O)Cc1nnc(NC(=O)C2CCCCC2)s1
  A = 7% | B = -3% | C = -1% | D = -1% | E = -27% | F = -13% | G = 7% | H = 2% | I = -2%
Structure: CC(C)c1ccc(NC(=O)N2CCOCC2)cc1
  A = -6% | B = 8% | C = 10% | D = 1% | E = 10% | F = -7% | G = -8% | H = -3% | I = nt

Gathered by group, the compounds so far with a nitro group on carbon.
Letter code: A = Pol eta inh; B = APE1 inh; C = Pol beta inh; D = POLI inh; E = BAZ2B inh; F = Anesthetic bind; G = POLK inh; H = BLM helicase inh; I = G9a inh
Structure: CC(C)NC[C@H]1CCc2cc(CO)c([N+](=O)[O-])cc2N1
  A = nt | B = nt | C = nt | D = nt | E = nt | F = -1%[29.3 µM] | G = 0%[19.4 µM] | H = -8%[21.4 µM] | I = 3%[21.5 µM]
Structure: N/C(=N\OC(=O)c1ccc(Cl)cc1[N+](=O)[O-])c1cccnc1
  A = 0% | B = ? | C = 5% | D = 18% | E = ? | F = -1% | G = 11% | H = -7% | I = nt

This is a subset; count on the stated rates, not on these rows.
